Diaph act CS: activates diaphorase or chemically reduces, flagging diaphorase assay artifacts; Diaphorase/resazurin coupled assay, resorufin fluorescence, 16 min; stronger effect = higher value; 1 = vehicle wells, 0 = NADH-free wells; activation factor at 20 µM; actives 0.005% (n = 190,000); AID 1229;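 active means diaphorase activity raised at least twofold by the compound at 20 µM; inactive means activation factor below 2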
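Measured by – red resorufin fluorescence at 544/590 nm excitation/emission · Test system – Clostridium kluyveri diaphorase, purified enzyme · Incubation – reaction time 16 min, room temperature · Buffer or medium – 50 mM HEPES pH 7.4 with 4.542 mM MgCl2, 0.005% Tween 20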
TR-FRET SRC-2 ct: TR-FRET artefact, counter-screen to PPARgamma/SRC-2 agonist assay | stronger effect = higher value | actives 0.4% (n = 200,000) | TR-FRET ratio at 8 µM; in the data active means TR-FRET ratio above about 2000; further: inactives centre near 1500
Diaph inh CS: diaphorase inhibition or chemical oxidation counter-screen; diaphorase resazurin-to-resorufin fluorescence, NADH, 16 min; bacterial (C. kluyveri) enzyme, not human; inhibition, % at 20 µM; actives 0.69% (n = 190,000); AID 1217;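 active means primary screen inhibition at 20 µM above a set limit, cut at about 50% in these data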;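 further: plate controls were DMSO with full reaction for no effect and wells lacking NADH for full effect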
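System: Bacterial diaphorase enzyme (C. kluyveri) | Incubation: 16-min room-temperature incubation before reading | Benchmarks: No-NADH positive control and DMSO neutral control | Measured by: Resorufin fluorescence 544/590 nm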
PMI activator: phosphomannose isomerase (human) activation; actives 0.005% (n = 190,000); P34949; purified human PMI, coupled resazurin fluorescence, 20 min; stronger effect = higher value; 1 = vehicle control, 0 substrate-free wells; activation factor at 20 µM;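 active means activation factor of 2 or more at 20 µM, relative to plate controls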
PPARg SRC-1 ag: PPARgamma-driven SRC-1 recruitment agonism. P37231. PPARgamma-SRC-1 coactivator recruitment biochemical assay. activation, % at 8 µM. actives 0.41% (n = 200,000). AID 631; in the data active means activation above about 19%;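 further: 0% = DMSO and 100% = reference agonist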
ROMK primary: modulates human ROMK potassium channel activity | B-score at 10 µM | actives 2% (n = 130,000) | Tet-inducible ROMK, thallium flux fluorescence; actives lie on both sides | AID 1918;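 active means signal ratio slope over the read window, or its plate-corrected B-score, at least 3 SD from the plate mean, either direction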;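 further: B-score of the F/F0 ratio slope over 7 to 12 s after thallium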
Target sequence (P48048 whole entry, looked up): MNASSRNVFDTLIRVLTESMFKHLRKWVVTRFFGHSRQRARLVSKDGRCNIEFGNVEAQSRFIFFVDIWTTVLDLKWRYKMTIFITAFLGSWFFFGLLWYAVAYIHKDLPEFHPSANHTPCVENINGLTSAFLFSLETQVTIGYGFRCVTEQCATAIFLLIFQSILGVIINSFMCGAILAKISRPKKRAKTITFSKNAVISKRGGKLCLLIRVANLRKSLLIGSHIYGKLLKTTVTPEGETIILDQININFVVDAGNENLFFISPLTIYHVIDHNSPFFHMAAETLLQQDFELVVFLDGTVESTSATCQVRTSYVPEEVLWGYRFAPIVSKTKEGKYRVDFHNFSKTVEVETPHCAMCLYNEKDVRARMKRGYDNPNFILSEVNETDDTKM
PPARg SRC-2 ag: promotes SRC-2 coactivator recruitment by human PPARgamma. PPARgamma LBD-SRC-2 recruitment, biochemical. activation, % at 8 µM. actives 0.34% (n = 200,000). AID 1032; in the data active means activation above about 22%;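 further: 0% = vehicle and 100% = reference agonist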
G6PDH CS: L. mesenteroides G6PDH inhibition counter-screen | Purified L. mesenteroides G6PDH, diaphorase/resazurin coupled fluorescence, 45 min | AID 1020 | inhibition, % at 5 µM | actives 0.12% (n = 200,000); in the data active means inhibition above about 50%
S1P3 antagonist: blocks the human S1P3 receptor; AID 485; CHO S1P3 NFAT-BLA reporter, FRET fluorescence, antagonist mode; Q99500; actives 0.27% (n = 170,000); inhibition, % at 4.98 µM;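 active means inhibition above the plate cutoff, the mean inhibition of test wells on that plate plus 3 SD, cut at about 28% in these data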;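 further: cells challenged with S1P at its EC80 of 0.8 µM; blue over green emission ratio from cleaved BLA substrate after 4 h stimulation; 0% = S1P-stimulated wells and 100% = unstimulated DMSO-only wells; some compounds past the cut are filed as inactive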
Target sequence (Q99500 whole entry, looked up): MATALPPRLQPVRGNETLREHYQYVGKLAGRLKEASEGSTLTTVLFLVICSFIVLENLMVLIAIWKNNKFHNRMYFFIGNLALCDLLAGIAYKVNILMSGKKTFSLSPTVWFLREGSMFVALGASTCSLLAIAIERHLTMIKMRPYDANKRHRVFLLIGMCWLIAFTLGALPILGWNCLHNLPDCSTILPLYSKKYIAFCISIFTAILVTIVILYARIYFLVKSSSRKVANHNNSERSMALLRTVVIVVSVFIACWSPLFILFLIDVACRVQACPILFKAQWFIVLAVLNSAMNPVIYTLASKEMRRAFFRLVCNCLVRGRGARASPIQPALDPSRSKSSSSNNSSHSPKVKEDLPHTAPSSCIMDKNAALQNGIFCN
PPARg SRC3 recr: agonists of human PPARgamma SRC-3 coactivator recruitment; P37231; biochemical PPARgamma/SRC-3 coactivator recruitment assay; activation, % at 8 µM; actives 0.26% (n = 200,000); AID 731; in the data active means activation above about 23%;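 further: 0% = DMSO and 100% = reference agonist; some compounds past the cut are filed as inactive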
PMI act hi M6P: activators of human phosphomannose isomerase at near-saturating mannose 6-phosphate. activation factor at 20 µM. actives 0.34% (n = 190,000). coupled PMI enzyme assay, resazurin fluorescence, 20 min; stronger effect = higher value; 1 = untreated enzyme, 0 = substrate-free blank. AID 1216;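 active means activation factor of 2 or more at 20 µM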
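Test system: human PMI in coupled enzyme assay; Input: PMI at 15 ng/mL final; Medium: HEPES buffer, pH 7.4; Schedule: 20 min incubation at room temperature; Technique: resorufin fluorescence at Ex 544/Em 590 nm; Compound: 20 µM single dose; Probe or stimulus: Near-saturating mannose-6-phosphate, 1.0 mM.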
Active calls of the source: *; / = no result given.

SMILES	Diaph act CS	TR-FRET SRC-2 ct	Diaph inh CS	PMI activator	PPARg SRC-1 ag	ROMK primary	PPARg SRC-2 ag	G6PDH CS	S1P3 antagonist	PPARg SRC3 recr	PMI act hi M6P
CCN1C(=O)S/C(=C/c2cn(C)c3ccccc23)C1=O	0.9	1346	7	0.9	3	0.086	-4	25	-7	-1	0.9
O=C(O)CCN(CCC(=O)O)c1ccccc1	0.8	1521	17	0.9	10	/	3	2	-16	4	0.9
CCn1c(O)c(C=Nc2ccccc2)sc1=S	0.9	1828	9	1	11	0.043	15	-3	7	3	1
COCCCn1c(-c2ccc(Cl)cc2)n[nH]c1=S	0.9	1523	8	1	-4	-0.015	2	2	/	-5	1
Cc1ccc(C(=O)N2CCN(S(C)(=O)=O)C2)cc1	0.9	1502	9	1	2	/	7	1	1	-4	1
CCN(c1ccc(N=Cc2c(O)n(Cc3ccc(OC)cc3)c(=O)c3ccccc23)cc1)C(C)C	1.1	1632	-7	1.1	10	/	5	-1	-10	8	0.9
C=CCn1c(-c2ccc(Cl)cc2)c[nH]c1=S	0.8	1469	23	1	5	-0.43	-9	2	-12	2	1
Cc1ccc(C)c(C(=O)COC(=O)c2cc(Cl)nc3ccccc23)c1	0.9	1536	11	0.9	2	0.26	-3	2	-6	0	1
COc1cccc(OCCNc2cc(N3CCOCC3)ccc2[N+](=O)[O-])c1	0.8	1557	18	0.8	2	-0.82	2	4	-1	0	0.8
CSc1ncccc1C(=O)OCC(=O)Nc1ccc2c(c1)OCO2	1	1544	4	1.1	5	-0.43	-9	3	7	4	1
O=C(CNS(=O)(=O)c1ccc(Br)cc1)N1CCN(c2ccc(F)cc2)CC1	0.8	1668	16	1	-3	/	11	2	/	-1	1
Nc1nc(NCc2ccco2)nn1-c1ccccc1	0.8	1374	20	1	-7	/	5	4	21	-6	1
COc1cccc(CNS(=O)(=O)/C=C/c2ccc(OC)c(OC)c2)c1	0.9	1413	6	1.1	-1	0.48	-4	0	-8	5	1.1
COc1ccc(NC(=O)Cn2nnc(C(=O)NCc3ccco3)c2N)c(OC)c1	1	1653	5	1	6	0.22	12	-1	/	5	1
CCOC(=O)C1CCN(c2nc3ccccc3nc2C(C#N)C(=O)OCCOC)CC1 (stereo not given)	0.9	1565	10	0.9	0	-2.4	7	-2	/	2	0.9
CSc1ccc(/C=N/N2CCN(Cc3ccc(Cl)cc3)CC2)cc1	1	1501	-1	1	-2	-0.78	-1	0	8	4	1
CCCc1nc2ccc(NC(=O)NCCC(=O)OCC)cc2c(=O)n1Cc1ccc(Cl)cc1	0.7	1604	28	0.9	2	/	7	2	/	-1	0.9
Clc1ccc(SCCOCCN2CCc3ccccc3C2)cc1	0.9	1462	9	1	-2	-1.7	-6	11	-11	-4	0.9
CCOC(=O)CCCCNCc1ccccc1	1	1596	2	1.1	3	/	-1	6	-28	1	1.1
CCOCCCn1cc(C(=O)c2cc(Br)ccc2O)cc(C#N)c1=O	1	1499	-3	1.1	0	0.4	-5	-1	-3	1	1.1
CCOc1cc(C)nc(N2CCCC(C(=O)NCc3ccccc3F)C2)n1 (stereo not given)	0.9	1504	6	1	3	/	3	0	0	1	1
Cc1ccn2cc(-c3cc4ccccc4oc3=O)nc2c1	0.9	1672	8	1.1	8	-0.89	9	9	-25	5	1
O=c1oc2c(-c3cccc(F)c3)cc(O)cc2s1	0.9	1492	10	1.1	1	-0.097	-3	0	-2	-4	1
CCOC(=O)C(NC(C)=O)(Nc1cccc(F)c1)C(F)(F)F (stereo not given)	0.9	1675	10	0.9	-1	/	0	1	-7	-6	1
Nc1c(S(=O)(=O)c2ccccc2)csc1C(=O)O	1	1526	2	1	-2	-0.5	0	2	6	0	1
N#Cc1ccc(-c2cccnc2)nc1SCc1ccc(Cl)cc1Cl	0.8	1608	18	0.9	4	-1.2	8	0	/	10	0.9
CC1(C(=O)Nc2ccccc2)Cc2ccccc2C(=O)O1 (stereo not given)	0.9	1458	10	1	-3	-0.12	2	3	-17	4	1
CCN(c1ccc(NC(=O)CN2C(=O)NC3(CCOc4ccccc43)C2=O)cc1)C(C)C (stereo not given)	0.7	1612	33	0.8	8	-0.77	7	8	/	-1	0.8
Cn1cccc1Cc1nnc(SCC(=O)NCc2ccc3c(c2)OCO3)n1CCc1ccccc1	0.8	1593	25	0.8	6	/	0	-16	-3	2	0.9
CCN(CC)C1CCN(Cc2cn[nH]c2-c2ccc(OC)c(F)c2)C1 (stereo not given)	1.3	1657	-30	1.1	9	-0.39	-2	8	-6	4	1.1
N#Cc1ccc(-c2ccc3c(c2)OCO3)nc1SCC(=O)OCc1ccccc1	0.9	1976*	13	0.9	40*	/	10	6	/	46*	1
CC(=O)NCCN=C(C)c1sc2ccccc2c1O	0.8	1563	16	0.9	6	0.15	2	-4	-24	12	0.9
CCOC(=O)C1CCN(Cc2ccc(C(=O)OC)cc2)CC1	0.8	1636	22	0.7	7	/	0	5	-9	2	0.8
COc1ccc(-c2c(C)n([O-])c(C)c(C)[n+]2=O)cc1OC	0.9	1564	5	1	2	0.21	-7	8	-42	-9	0.9
O=C(c1sc2cc(F)ccc2c1Cl)N1CCN(c2cccc(Cl)c2)CC1	0.8	1802	22	0.8	9	/	5	-21	1	3	0.9
O=C(Nc1nnc(C(F)(F)F)s1)c1cccnc1	1.1	1474	-13	1.4	-4	/	9	11	-15	1	1.5
O=C(CCc1nc2ccccc2s1)OCC(=O)c1ccccc1	0.8	1567	19	0.9	9	/	5	-28	2	0	1
O=C(CCCN1C(=O)c2ccccc2C1=O)NCCCn1ccnc1	1	1459	3	0.9	12	0.018	1	8	-11	4	0.9
O=C(CCC1CCCN(Cc2cccc3c2OCO3)C1)NCc1ccc(F)c(F)c1 (stereo not given)	1	1660	-2	1	1	-0.34	3	8	-2	0	1
O=C(NCCc1nc2ccccc2[nH]1)/C(=C/c1ccco1)NC(=O)c1ccc(Br)o1	0.7	1460	30	0.9	-1	0.13	-5	-21	-1	-5	0.8

2 compounds from above, showing only TR-FRET SRC-2 ct, PPARg SRC-1 ag and PPARg SRC3 recr:
SMILES	TR-FRET SRC-2 ct	PPARg SRC-1 ag	PPARg SRC3 recr
Cn1cccc1Cc1nnc(SCC(=O)NCc2ccc3c(c2)OCO3)n1CCc1ccccc1	1593	6	2
N#Cc1ccc(-c2cccnc2)nc1SCc1ccc(Cl)cc1Cl	1608	4	10

(further entries)
SMILES	Diaph act CS	TR-FRET SRC-2 ct	Diaph inh CS	PMI activator	PPARg SRC-1 ag	ROMK primary	PPARg SRC-2 ag	G6PDH CS	S1P3 antagonist	PPARg SRC3 recr	PMI act hi M6P
CC(Oc1ccc(Cl)cc1Cl)C(=O)Nc1ccc2oc(-c3ccncc3)nc2c1 (stereo not given)	0.8	1422	25	0.8	4	/	2	0	-18	1	0.8
Cc1ccc(C2C(C#N)=C(N)N(N(C)C)C3=C2C(=O)CCC3)cc1 (stereo not given)	0.6	1616	40	0.8	4	0.072	7	-5	-17	4	0.4
COCCn1c(=NC(=O)c2ccc3c(c2)OCO3)c(C#N)cc2c(=O)n3cccc(C)c3nc21	0.9	1658	10	1.1	1	/	4	5	-36	1	1
N#C/C(=C1\CCCN1)c1nc2ccccc2c(=O)[nH]1	0.8	1516	20	0.9	-1	-0.35	-1	3	-10	6	0.9
N#C/C(=C/c1ccc(CNS(=O)(=O)c2ccccc2)o1)C(=O)NCc1ccccc1	0.9	1560	12	0.9	2	-0.79	2	13	-15	3	1
O=C(CC1N=C2c3ccccc3N=C(SCc3ccc(Cl)cc3)N2C1=O)NCc1ccco1 (stereo not given)	0.6	1363	36	0.9	1	/	4	1	14	8	0.8
CC(C)C(C)NC(=O)COC(=O)c1cccc(C(=O)OCC(=O)NC(C)C(C)C)n1 (stereo not given)	0.7	1531	32	0.8	2	0.84	4	3	-18	2	0.7
COc1ccc(S(=O)(=O)N(C)CC(=O)NCCC2=CCCCC2)cc1OC	1	1448	4	1	-8	0.12	-6	-2	/	-5	1
CN1CCN(S(=O)(=O)c2ccc(-c3noc(C4CCN(S(C)(=O)=O)CC4)n3)cc2)CC1	0.8	1514	17	0.9	3	1.1	-2	2	-1	9	1
C=C(C)CSc1nnc(-c2cccc(S(=O)(=O)N(C)C)c2)n1-c1cc(OC)ccc1OC	0.9	1534	13	0.9	6	/	8	-26	3	-4	0.9
O=c1oc2ccc3ccccc3c2cc1-c1nnc(-c2ccccc2)o1	0.7	1591	32	1	8	-0.5	-3	0	-10	9	1.1
O=C(Nc1ccc2c(c1)CCC2)c1ccc(Br)s1	1	1416	1	0.9	-3	/	-6	3	-7	0	0.9
Cc1cc(CNCc2c(C(=O)N(C)Cc3ccccc3)nc3ccccn23)nn1C	0.9	1536	9	0.9	-2	/	8	4	-6	4	0.9
CC(C)NC(=O)CSc1nc(-c2cccs2)cc(-c2ccccc2)c1C#N	1	1542	-3	1.1	16	0.65	2	8	/	-7	1.1
CCOc1ccc(N(CC(=O)Nc2cccc(F)c2)S(=O)(=O)c2c(C)noc2C)cc1	0.8	1515	18	0.9	2	/	13	4	5	13	1
Cc1cc(N=CC2=C(O)CCCC2=O)no1	0.8	1498	22	1.1	5	/	9	3	-1	6	0.9
COc1ccc2c(c1)c1nnc(SC)nc1n2C	0.9	1441	8	1	2	0.018	-2	1	-5	-5	1
Cc1ccccc1-c1nc(-c2ccc(NC(=O)c3cccs3)cc2)no1	0.8	1640	24	0.9	2	/	6	-4	/	9	0.9
O=C(COC(=O)COc1ccc(Cl)cc1)NCc1cccs1	0.8	1495	16	0.8	3	-0.3	-2	3	1	1	0.9
CCOC(=O)N1CCC(N2C(=O)c3ccccc3C2Nc2cccnc2)CC1 (stereo not given)	0.8	1832	18	0.9	1	/	5	4	9	4	0.8
CCOC(=O)N1CCN(CC(=O)Nc2c(C(=O)OC)[nH]c3cccc(Cl)c23)CC1	0.9	1625	14	1	4	0.052	9	-26	6	-1	1
Cc1cc(C)cc(NC(=S)NCc2ccncc2)c1	1.1	1650	-9	1	8	-0.39	13	5	9	4	1.1
CN=c1oc2ccc(Cl)cc2cc1C(N)=O	0.9	1715	7	0.9	9	/	1	2	6	-3	1

Structural class: the entries above containing a COOH group (2)
SMILES	Diaph act CS	TR-FRET SRC-2 ct	Diaph inh CS	PMI activator	PPARg SRC-1 ag	ROMK primary	PPARg SRC-2 ag	G6PDH CS	S1P3 antagonist	PPARg SRC3 recr	PMI act hi M6P
O=C(O)CCN(CCC(=O)O)c1ccccc1	0.8	1521	17	0.9	10	/	3	2	-16	4	0.9
Nc1c(S(=O)(=O)c2ccccc2)csc1C(=O)O	1	1526	2	1	-2	-0.5	0	2	6	0	1

Screening results: PubChem BioAssay, several laboratories
